AI-2 QS mod: modulators of Vibrio harveyi AI-2 quorum sensing system; Vibrio harveyi JMH597 AI-2 luminescence/OD600 ratio, 9 h; stronger effect = lower value; strain lacks LuxN and CqsS sensors; 0 = neutral-control median; activity change, % at 7.5 µM; hit rate 0.4% among 300,000; in the data active = activity change below about -75%, passing the limit was not always enough; inconclusive = no clear call, values can overlap the other calls;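 also: luminescence divided by OD600 gain over 9 h not by final OD600 alone; inactives centre near 13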
GSK3B inh: human GSK3beta kinase inhibition | hit rate 0.038% among 300,000 | AID 2097 | GST-GSK3beta kinase, ADP-Glo luminescence, 60 min; stronger effect = lower value | P49841 | activity score (negative = inhibition), % at 10 µM;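 active = more than half of replicate wells score below -50%, meaning over 50% inhibition versus plate controls; inconclusive = some replicates but at most half score below -50%; inactive = no replicate scores below -50%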;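 also: 0% = median DMSO wells and -100% = median GW8510 positive control wells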
Target sequence (P49841 whole entry, looked up): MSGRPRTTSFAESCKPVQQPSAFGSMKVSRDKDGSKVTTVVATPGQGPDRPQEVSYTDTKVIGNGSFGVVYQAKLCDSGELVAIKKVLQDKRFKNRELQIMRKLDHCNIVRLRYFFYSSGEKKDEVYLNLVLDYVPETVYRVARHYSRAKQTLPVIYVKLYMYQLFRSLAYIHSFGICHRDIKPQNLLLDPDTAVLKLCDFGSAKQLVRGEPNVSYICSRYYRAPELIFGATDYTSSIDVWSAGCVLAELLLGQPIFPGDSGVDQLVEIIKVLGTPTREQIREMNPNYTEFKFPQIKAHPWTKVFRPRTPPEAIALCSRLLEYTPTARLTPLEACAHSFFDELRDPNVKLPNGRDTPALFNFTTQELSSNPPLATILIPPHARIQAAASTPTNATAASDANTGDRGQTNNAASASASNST
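Test system: GST-tagged human GSK3beta kinase, cell-free; evaluation: activity score scaled between in-plate DMSO and GW8510 controls; measured by: ADP-Glo luminescence; incubation: 60 min reaction, RT; benchmarks: DMSO and 20 µM GW8510; reagent: peptide substrate plus 25 µM ATP (final); medium: Tris/MgCl2 kinase buffer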
HSF-1 act: increases HSF-1 driven luciferase reporter signal | hit rate 1.7% among 300,000 | activation, % at 9 µM | NIH3T3-HGL HSF-1 luciferase reporter, MG132, 8 h; 100% = twice DMSO control signal | AID 504408;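 active = mean replicate activation of at least 50% with a set share of replicates each reaching 50%; inconclusive = only one of those two conditions met; inactive = mean below 50% and too few replicates reaching it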;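 also: 0% = median of the neutral control wells and 100% = twice that signal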
aSyn 5UTR inh: 5' untranslated region of α-synuclein, MLPCN primary screen | hit rate 0.82% among 300,000 | inhibition, % (tested at 7.5 µM) | alpha-synuclein 5'UTR reporter, inhibitor activity | AID 1813; in the data active = inhibition above about 60%; inconclusive = no clear call, values can overlap the other calls;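 also: H4 neuroglioblastoma cells stably carrying SNCA 5'UTR luciferase fusion; 0% = DMSO wells and 100% = positive control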
HSF1 inh: HSF1 inhibition | activity change, negative = inhibition, % at 7.5 µM (by protocol) | AID 2098 | NIH3T3-HGL HSE-luciferase, MG132-induced, luminescence 8 h; stronger effect = lower value | hit rate 0.77% among 300,000;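 active = more than half of replicate wells show activity change below -50%, luminescence cut by over half; inconclusive = some wells, but at most half, below -50%; inactive = no replicate well below -50%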;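 also: luciferase reports HSF-1 transcriptional activity via heat shock element; 0% = median of DMSO wells and -100% = zero luminescence signal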
KLF5 inh: inhibitors of KLF5 expression; DLD-1 KLF5 promoter-luciferase reporter, luminescence; inhibition, % at 5 µM; hit rate 0.23% among 290,000;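 active = inhibition above a per-plate limit of that plate's mean compound inhibition plus 3 SD, cut at about 60% in these data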;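 also: 0% = DMSO wells and 100% = LY294002 at 200 µM; higher means less KLF5 promoter-driven luciferase light; inactives centre near -14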
GSK3 alpha inh: human GSK-3 alpha kinase inhibition. hit rate 0.1% among 320,000. inhibition, % at 10 µM. P49840. ADP-Glo luminescence, 60 min;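 in the data active = inhibition above about 50%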;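 also: GST-tagged GSK-3 alpha with peptide substrate and 25 µM ATP; 0% = DMSO neutral wells and 100% = GW8510 positive control wells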
Target sequence (P49840 whole entry, looked up): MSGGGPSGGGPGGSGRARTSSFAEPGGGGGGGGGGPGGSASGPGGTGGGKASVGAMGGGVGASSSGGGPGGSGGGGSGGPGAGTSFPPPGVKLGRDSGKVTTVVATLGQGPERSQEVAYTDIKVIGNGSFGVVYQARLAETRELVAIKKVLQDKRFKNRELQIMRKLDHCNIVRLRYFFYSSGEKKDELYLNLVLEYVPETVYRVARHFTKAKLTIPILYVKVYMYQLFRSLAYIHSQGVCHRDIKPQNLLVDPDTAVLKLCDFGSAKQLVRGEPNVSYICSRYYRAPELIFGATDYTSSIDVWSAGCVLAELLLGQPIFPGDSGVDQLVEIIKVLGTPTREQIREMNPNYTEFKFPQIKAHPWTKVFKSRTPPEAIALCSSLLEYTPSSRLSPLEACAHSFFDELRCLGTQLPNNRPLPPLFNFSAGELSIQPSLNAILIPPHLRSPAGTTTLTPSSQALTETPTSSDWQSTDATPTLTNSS
HSP90 refold inh: HSP90 refolding inhibition in rabbit reticulocyte lysate. hit rate 0.91% among 290,000. AID 1789. inhibition, % at 5.6 µM. luciferase refolding luminescence, 3 h;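 active = inhibition above the screen-wide mean plus 3 SD, computed separately per campaign, cut at about 16% in these data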;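 also: 0% = DMSO wells and 100% = 60 µM geldanamycin wells; inhibitors lower the luminescence because luciferase stays unfolded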
IEC-6 cytotox: counter-screen for KLF5 inhibitors: cytotoxicity in IEC-6 cells. IEC-6 cytotoxicity, luminescence viability. inhibition, % at 5 µM. hit rate 0.78% among 290,000. AID 1825; in the data active = inhibition above about 22%;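 also: 0% = plate median of test compound wells and 100% = cytotoxic reference compound wells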
HIF act: HIF pathway transcriptional activation; U2OS HRE-luciferase reporter, luminescence; normalized: DMSO 0%, desferrioxamine 100%; activation, % at 7.5 µM (by protocol); hit rate 0.32% among 300,000; AID 1910;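 active = mean activation of at least 10% of the iron chelator positive control signal, with at least half of replicates also reaching 10%; inconclusive = mean and replicate majority disagree about reaching 10%; inactive = mean and most replicates under 10%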
Active calls of the source: *; u = inconclusive; x = not tested or not shown.

1. COc1ccc(NC(=O)c2ccccc2NC(=O)c2ccccc2)cc1
2. COc1ccc(S(=O)(=O)N(C)c2ccc(C(=O)NC3CCCC3)cc2)cc1
3. COc1ccc2c(c1)oc(=O)c1c3ccccc3[nH]c21
4. COc1cc(/C=N/Nc2ncc(C(F)(F)F)cc2Cl)cc(OC)c1O
5. COCCOC(=O)C1=C(C)Nc2cc(=O)[nH]c(=O)n2C1c1cccc([N+](=O)[O-])c1 (centres undefined)
6. O=C(CSc1c[nH]c2ccccc12)N1CCCc2ccccc21
7. O=S(=O)(/N=C(\c1ccccc1F)N1CCCCC1)c1ccccc1
8. CCN(CC)CCn1c(N)c(S(=O)(=O)c2ccccc2)c2nc3ccccc3nc21

Compound,1,2,3,4,5,6,7,8
AI-2 QS mod,4,7,11,16,21,7,23,21
GSK3B inh,1,0,3,2,1,2,-3,3
HSF-1 act,3,-12,71*,-21,-9,-18,3,7
aSyn 5UTR inh,-12,14,-277,-17,4,19,7,8
HSF1 inh,1,1,21,-2,-9,-4,6,2
KLF5 inh,-16,-10,-46,-11,-26,-16,-38,19
GSK3 alpha inh,-1,-3,x,0,-1,-1,-2,0
HSP90 refold inh,-3,2,2,0,-3,0,-3,23*
IEC-6 cytotox,4,-12,3,-2,-4,1,3,-3
HIF act,-3.7,-0.1,3.0,0.3,0.1,0.1,-0.2,-1.1

Some of the entries so far, with bars between the fields.
no. | SMILES | AI-2 QS mod | GSK3B inh | HSF-1 act | aSyn 5UTR inh | HSF1 inh | KLF5 inh | GSK3 alpha inh | HSP90 refold inh | IEC-6 cytotox | HIF act
2 | COc1ccc(S(=O)(=O)N(C)c2ccc(C(=O)NC3CCCC3)cc2)cc1 | 7 | 0 | -12 | 14 | 1 | -10 | -3 | 2 | -12 | -0.1
3 | COc1ccc2c(c1)oc(=O)c1c3ccccc3[nH]c21 | 11 | 3 | 71* | -277 | 21 | -46 | x | 2 | 3 | 3.0

Other entries follow:
9. CC(=O)c1ccc(S(=O)(=O)NCCc2cn3ccc(C)cc3n2)cc1
10. NC(=S)N/N=C1\CC(c2ccc3c(c2)OCCO3)Oc2ccc(F)cc21 (centres undefined)
11. Cc1ccc(-c2nnc3c4ccccc4c(C)nn23)cc1NC(=O)CN1CCOCC1
12. CCOC(=O)N1CCN(C(=O)Cc2ccccc2OC)CC1
13. CN(CC(=O)Nc1ccc(F)cc1)C(=O)CSc1nccn1C
14. CC(C)NC(=O)c1c(CSc2ccc(Cl)cc2)noc1C(=O)NCc1ccccc1
15. CCOC(=O)C1=C(C)Nc2ccccc2N=C1NC(=O)Cc1ccc(OC)cc1
16. O=C(C1=C[C@H](c2csc3ccccc23)C[C@H](OCCCCO)O1)N1CCN(Cc2ccccc2)CC1

Compound,9,10,11,12,13,14,15,16
AI-2 QS mod,16,21,11,13,40,6,0,2
GSK3B inh,0,4,3,2,2,4,-2,5
HSF-1 act,-45,16,-3,-9,2,10,-14,5
aSyn 5UTR inh,22,14,-6,0,-12,38,-1,7
HSF1 inh,-28,4,0,-1,-3,8,-13,6
KLF5 inh,-30,1,-27,-22,x,x,0,-20
GSK3 alpha inh,-4,-2,x,-1,-1,-5,0,-3
HSP90 refold inh,-3,4,5,-2,x,x,8,10
IEC-6 cytotox,-8,-8,8,-6,x,x,9,2
HIF act,-0.1,1.6,-0.1,-0.5,-0.9,0.0,-0.2,-3.8

17. Cc1ccc(CNC(=O)c2ccc(N(C)C)cc2)cc1
18. CC1(C)CC(N2CCC(=O)N(C3CC(C)(C)NC(C)(C)C3)C2)CC(C)(C)N1
19. COC(=O)C1=C(C(=O)OC)[C@@H]2N(C)c3ccccc3[C@@]23C[C@@H](C(=O)OC)N=C3N1
20. Cc1ccc(-c2nc(CS(=O)(=O)CC(=O)NCCN3CCCC3)c(C)o2)cc1
21. O=C(OCc1ccccc1)N1CCOCCOCCN(C(=O)OCc2ccccc2)CCOCCOCC1
22. Cc1ccc2cc(CN(C(=O)c3ccncc3)C(C)C)c(=O)[nH]c2c1
23. CCOC(=O)C1CCCN(S(=O)(=O)c2cccs2)C1 (centres undefined)
24. Cc1ccc(S(=O)(=O)Nc2cccc(C(=O)NCC(C)(C)N3CCOCC3)c2)cc1F

Compound,17,18,19,20,21,22,23,24
AI-2 QS mod,-5,-3,6,x,10,20,u,23
GSK3B inh,-4,-10,-4,-1,1,-2,2,3
HSF-1 act,18,-14,-5,7,1,x,28,-4
aSyn 5UTR inh,-21,18,12,16,3,11,-1,12
HSF1 inh,13,1,-6,2,2,x,7,-1
KLF5 inh,-23,-30,x,-7,11,28,-4,x
GSK3 alpha inh,4,0,1,1,-6,0,-1,-1
HSP90 refold inh,2,3,x,-4,-1,-3,4,x
IEC-6 cytotox,-4,0,x,-8,1,1,0,x
HIF act,2.8,0.3,-0.8,0.4,0.1,0.1,-0.3,0.3

25. O=C(N/N=C/c1ccco1)c1ccc(N2CCCC2=O)cc1
26. CCN(C(=O)CSc1nc2ccccc2c(=O)n1-c1cccc(C)c1)C1CCS(=O)(=O)C1 (centres undefined)
27. Cn1cnc(S(=O)(=O)NCc2ccc(Br)cc2)c1
28. COC(=O)CSc1nc(N)c(C#N)c(-c2ccc(O)cc2)c1C#N
29. C#CCOc1ccc(Cl)cc1/C=C1/C(=O)ON=C1C
30. O=C(Nc1cccnc1)c1ccc2snnc2c1
31. Cc1c(C)n(Cc2ccccc2)c2ncnc(N)c12
32. CC(C)(C)SCCNC(=O)CN(c1ccc(F)cc1)S(=O)(=O)c1ccccc1

Compound,25,26,27,28,29,30,31,32
AI-2 QS mod,25,12,18,34,20,12,12,14
GSK3B inh,2,1,1,2,3,-23,1,-4
HSF-1 act,16,9,1,-13,-29,-10,-15,2
aSyn 5UTR inh,-44,10,-20,14,7,2,21,11
HSF1 inh,1,10,2,-7,-14,4,-8,-7
KLF5 inh,-17,-32,-13,-1,-38,-56,-10,-18
GSK3 alpha inh,-2,-5,0,-3,-4,4,1,-5
HSP90 refold inh,0,0,1,3,-3,4,-1,2
IEC-6 cytotox,-1,-1,2,-1,1,2,-6,-2
HIF act,-0.2,-0.4,-0.6,-0.6,-0.2,0.2,1.3,-0.4

33. Cc1ccsc1C(=O)N(c1nc2ccccc2s1)c1c(C)cccc1C
34. CCOc1ccc(/C=C/C(=O)OCC(=O)c2ccccc2OC)cc1OC
35. COc1ccc(CC2(CO)CCN(Cc3ccc(OC(F)(F)F)cc3)CC2)cc1
36. O=C(CN1CCOCC1)c1c[nH]c2ccccc12
37. Cc1ccc(Cn2ccc(NC(=O)c3cc4nc(-c5ccco5)cc(C(F)(F)F)n4n3)n2)cc1
38. O=C(Cc1ccc(S(=O)(=O)N2CCOCC2)s1)N1CCN(S(=O)(=O)c2cccc(Cl)c2)CC1
39. O=C(NCc1ccccc1)N(Cc1cc2cc3c(cc2[nH]c1=O)OCCO3)CC1CCCO1 (centres undefined)
40. O=C(Nc1ccc(F)cc1)NC1CCN(Cc2ccccc2)CC1

Compound,33,34,35,36,37,38,39,40
AI-2 QS mod,29,13,22,14,15,4,33,2
GSK3B inh,1,0,-1,5,2,-1,8,1
HSF-1 act,7,1,0,-6,22,13,-4,0
aSyn 5UTR inh,9,18,-2,1,5,19,4,-2
HSF1 inh,0,3,-10,-1,2,2,-8,2
KLF5 inh,5,x,-19,4,-11,x,-21,-10
GSK3 alpha inh,-3,-1,-3,-1,0,-3,x,x
HSP90 refold inh,8,x,0,2,0,x,1,1
IEC-6 cytotox,1,x,1,2,3,x,2,7
HIF act,-0.1,0.6,-0.6,0.3,-1.4,0.1,-0.4,0.1

41. O=S(=O)(c1ccccc1)c1ccc(C(F)(F)F)cn1
42. CCCNC1=CC(=O)CC(C)(C)C1
43. O=C(CCn1cccc1)NCc1ccc(Cl)cc1
44. CCn1c(SCC(=O)N2CCCC(C)C2)nnc1-c1ccco1 (centres undefined)
45. Nc1cc(=O)[nH]c(=O)n1CCCc1ccccc1
46. CCc1cc2cc3c(cc2nc1SCC(=O)Nc1c[nH]c(=O)[nH]c1=O)OCO3
47. Cc1ccc(C)c(C(=O)COC(=O)c2cccc(N3C(=O)c4c(C)nc5ccccc5c4C3=O)c2)c1
48. Cc1cc(NC(=O)C(C)SCC(=O)OCC(=O)N(C)c2ccccc2)no1 (centres undefined)
49. Cc1cc(C(N)=O)c2ccccc2n1
50. CCOc1ccc(N=Cc2ccc3ccccc3c2)cc1
51. CC(NC(=O)c1ccco1)C(=O)OCc1cccc(Cl)c1 (centres undefined)

Compound,41,42,43,44,45,46,47,48,49,50,51
AI-2 QS mod,-20,0,24,4,29,-2,10,23,28,22,39
GSK3B inh,-4,1,5,0,7,0,0,1,-2,1,2
HSF-1 act,4,-5,-4,-7,-9,18,-32,-6,-6,-14,23
aSyn 5UTR inh,-8,-28,-9,1,-15,11,-44,4,2,-10,18
HSF1 inh,5,-5,-4,-3,-1,-11,-34,4,0,-11,11
KLF5 inh,-38,-44,-36,-7,-12,-13,-230,x,-21,-15,5
GSK3 alpha inh,0,-5,-1,-3,0,-1,0,-1,-2,-2,0
HSP90 refold inh,3,0,0,-5,1,5,27*,x,5,-5,-1
IEC-6 cytotox,7,0,0,0,-1,-1,-3,x,0,3,-2
HIF act,-0.5,-60,0.1,0.2,0.8,0.0,0.1,-0.6,0.0,-0.3,-0.1

Screening data: PubChem, several laboratories
